PfGluPho inh: PfG6PD (Plasmodium falciparum) enzyme inhibition | PfGluPho enzyme, NADPH resazurin-diaphorase fluorescence | inhibition, % at 20 µM | actives 0.78% (n = 350,000);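 active = inhibition reaching at least a set limit at 20 µM in the primary screen, cut at about 59% in these data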;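 note: 0% = DMSO wells with substrate and 100% = DMSO wells lacking glucose-6-phosphate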
mIAP act: mouse IAP activation; muIAP, CDP-Star luminescence, 30 min; hits give high values; 1 = vehicle-only enzyme signal, 0 = enzyme-free wells; activation factor at 10 µM; actives 0.24% (n = 330,000);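 active = activation factor of at least 2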; note: the source names both 10 and 20 µM as test concentration; values of inactives mirror those of a sister screen read the other way
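System: Mouse IAP enzyme | Also added: CDP-Star substrate | Dosing: Compounds dispensed in DMSO | Schedule: 30 min enzyme-substrate-compound incubation at room temperature | Technique: Chemiluminescence readout | Control set: DMSO-only wells and no-enzyme negative control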
hIAP act: human IAP activation; P09923; purified human IAP, CDP-Star luminescence, 30 min; hits give high values; 1 = vehicle-only enzyme, 0 = enzyme-free background; activation factor at 10 µM; actives 0.16% (n = 330,000);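 active = activation factor of the enzyme at least 2-fold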; note: the source names both 10 and 20 µM as test concentration; values of inactives mirror those of a sister screen read the other way
mIAP inh: blocks mouse intestinal alkaline phosphatase. purified mouse IAP, CDP-Star luminescence, 30 min. inhibition, % at 10 µM. actives 0.2% (n = 330,000). AID 2806;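 active = inhibition of at least 40% at 10 µM in the primary screen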;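 note: plate controls were DMSO with enzyme for no effect and no enzyme wells for full effect; values of inactives mirror those of a sister screen read the other way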
hIAP block: blocks human intestinal alkaline phosphatase; P09923; purified IAP, CDP-Star luminescence, 30 min; inhibition, % at 10 µM; actives 0.12% (n = 330,000); AID 2544;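 active = inhibition reaching a set limit with compound at 10 µM in the primary screen, cut at about 35% in these data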;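 note: plate controls were DMSO wells with enzyme for no effect and no-enzyme buffer wells for full effect; values of inactives mirror those of a sister screen read the other way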
HKDC1 inh: inhibitors of human hexokinase HKDC1; inhibition, % at 20 µM; actives 0.16% (n = 340,000); recombinant HKDC1, G6PDH/diaphorase resazurin coupled fluorescence;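 active = inhibition above about 35% when tested at 20 µM, limit read from the data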;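 note: plate controls were DMSO wells with enzyme for no effect and DMSO wells lacking enzyme for full effect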
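Test system: recombinant HKDC1 (HK5) hexokinase enzyme, produced in-house; Amount: enzyme 5 µg/mL final; Buffer or medium: Tris pH 8.0 buffer with MgCl2, Tween-20, BSA, BME; Reagent: glucose and ATP substrates; Doses: 20 µM test compound, 1% DMSO; Incubation: 90 min reaction incubation at room temperature, dark; Detection: resorufin fluorescence at 613 nm.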
ATG4B inhibitor: blocks human ATG4B protease cleavage of LC3 substrate; Q9Y4P1; actives 0.51% (n = 340,000); inhibition, % at 8.33 µM; ATG4B cleavage of LC3-PLA2, NBD-HPC fluorescence, 1 h; in the data active = inhibition above about 40%
Target sequence (Q9Y4P1 whole entry, looked up): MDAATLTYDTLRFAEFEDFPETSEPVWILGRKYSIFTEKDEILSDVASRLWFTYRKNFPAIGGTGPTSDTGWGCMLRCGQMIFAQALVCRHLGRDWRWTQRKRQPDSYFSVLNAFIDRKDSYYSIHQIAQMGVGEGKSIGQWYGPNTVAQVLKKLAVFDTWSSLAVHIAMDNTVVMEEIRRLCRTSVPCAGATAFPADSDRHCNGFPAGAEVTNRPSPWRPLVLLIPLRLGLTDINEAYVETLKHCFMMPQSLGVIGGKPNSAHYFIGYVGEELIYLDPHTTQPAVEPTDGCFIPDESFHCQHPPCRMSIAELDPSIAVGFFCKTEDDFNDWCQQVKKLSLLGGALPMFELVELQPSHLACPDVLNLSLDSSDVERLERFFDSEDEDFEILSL
A3A deaminase: inhibitors of human APOBEC3A DNA deaminase. P31941. recombinant A3A, FAM/TAMRA ssDNA deamination fluorescence. inhibition, % at 20 µM. actives 0.41% (n = 330,000). AID 493011;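 active = at least 40% inhibition at 20 µM here, with at most 30% in a related deaminase screen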;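 note: plate controls were A3A with DMSO for no effect and wells lacking A3A enzyme for full effect; some results filed as inactive read as strong as hits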
Target sequence (P31941 whole entry, looked up): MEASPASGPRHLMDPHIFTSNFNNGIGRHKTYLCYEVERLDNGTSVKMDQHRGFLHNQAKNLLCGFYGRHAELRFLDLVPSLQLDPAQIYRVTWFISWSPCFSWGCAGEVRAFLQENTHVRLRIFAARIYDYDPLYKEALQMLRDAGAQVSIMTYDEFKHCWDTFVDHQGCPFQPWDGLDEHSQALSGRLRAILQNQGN
* marks the source's active call; other numbers are inactive results.

SMILES	PfGluPho inh	mIAP act	hIAP act	mIAP inh	hIAP block	HKDC1 inh	ATG4B inhibitor	A3A deaminase
CCC(=O)OCCNc1cc(Sc2nc3ccccc3s2)c2nonc2c1[N+](=O)[O-]	79*	0.8	0.97	20	3	14	3	-2
Cc1ccc(CCNC(=O)C2CCC(CNc3c(N4CCC(C)CC4)c(=O)c3=O)CC2)cc1 (stereo not given)	-1	0.95	1	5	-2	-5	-12	-1
COC(=O)c1ccc(NC(c2ccc(Cl)cc2)P(=O)(OC)OC)cc1 (stereo not given)	-15	1	1.1	0	-12	-4	-3	-1
Cn1c(=O)c2c(nc(N/N=C/c3ccc(OC(=O)c4ccco4)cc3)n2Cc2ccccc2)n(C)c1=O	21	1.1	1.6	-8	-65	-2	10	0
CC1=NN(C(=O)COc2cc(C)ccc2C(C)C)C(O)(c2ccccc2)C1 (stereo not given)	0	0.94	1.1	6	-11	2	-7	-5
CN=C1SC(C(=O)O)CC(=O)N1C (stereo not given)	-10	0.99	1.1	0	-14	-6	-1	12
COc1ccc(/C=N/NC(=O)Cn2cnc3ccccc3c2=O)cc1OC	3	0.96	1	4	0	-6	1	1
CC1=CCC2C(=O)N(c3ccc(S(N)(=O)=O)cc3)C(=O)C2C1 (stereo not given)	-10	0.96	0.87	4	13	-4	3	4
CCCC(c1nnnn1Cc1ccc(OC)cc1)N1CCC(C(N)=O)CC1 (stereo not given)	8	1.1	0.76	-6	24	-1	-10	-3
O=C(CN1CCCCC1)N/N=C/c1ccccc1Br	-13	0.84	1.2	16	-16	-4	6	-6
CCN(C(=O)CSc1nnc(-c2ccncc2)n1Cc1ccccc1)C1CCS(=O)(=O)C1 (stereo not given)	-5	1.1	1.1	-6	-8	-4	8	4
CCOC(=O)c1cn(CC)c2ccc(S(=O)(=O)N3CC(C)CC(C)C3)cc2c1=O (stereo not given)	-19	1.1	0.91	-7	9	2	5	2
O=C(CSc1nncn1-c1ccccc1)Nc1ccccc1F	-1	0.97	1.1	3	-11	-2	2	-3
CCSc1nc2ccccc2c(=O)n1OCC(=O)OC	-19	1	1	0	0	-3	-5	1
CC(C)N1CCC(N2CCN(Cc3cccnc3)CC2CCO)CC1 (stereo not given)	11	1.1	0.95	-5	5	-7	-5	0
Cc1cc(C(=O)NCc2cccc(Cl)c2)c2ccccc2n1	-3	1	0.96	-5	4	-4	-2	1
CCOc1ccccc1C(=O)NCC(=O)OCC(=O)c1ccc2c(c1)OCCO2	-5	1.2	1	-16	-1	6	-1	-4
c1ccc2c(c1)nc1n2CCN1CCN1CCCC1	6	1	0.93	0	8	13	-5	2
Cc1ccnc(NC(=O)CC(NC(=O)c2ccccc2Cl)c2ccccc2)c1 (stereo not given)	-3	0.91	1	9	-4	-2	6	0
CN1Cc2c(N3CCOCC3)nc(SCc3ccccc3)c(C#N)c2CC1(C)C	4	1	0.89	-1	11	4	-10	-5
CN1C(=O)COc2ccc(C(=O)c3ccccc3C(=O)O)cc21	13	0.87	0.91	13	9	-12	-3	-3
Cc1ccc(C)c(NC(=O)c2c(Cl)nc3ccccn23)c1	2	1	1.1	-5	-8	-8	1	3
COc1ccc(CNC(=O)c2cccc(N3CCCC3=O)c2)cc1	-6	0.96	0.99	4	1	-4	5	-2
O=C(O)CSC(C(=O)Nc1ccc(Br)cc1)c1ccccc1 (stereo not given)	-8	0.92	0.97	8	3	4	-5	2

Shown bar-delimited: entries from further up.
compound | PfGluPho inh | mIAP act | hIAP act | mIAP inh | hIAP block | HKDC1 inh | ATG4B inhibitor | A3A deaminase
CCN(C(=O)CSc1nnc(-c2ccncc2)n1Cc1ccccc1)C1CCS(=O)(=O)C1 (stereo not given) | -5 | 1.1 | 1.1 | -6 | -8 | -4 | 8 | 4
CCOC(=O)c1cn(CC)c2ccc(S(=O)(=O)N3CC(C)CC(C)C3)cc2c1=O (stereo not given) | -19 | 1.1 | 0.91 | -7 | 9 | 2 | 5 | 2
O=C(CSc1nncn1-c1ccccc1)Nc1ccccc1F | -1 | 0.97 | 1.1 | 3 | -11 | -2 | 2 | -3
CCSc1nc2ccccc2c(=O)n1OCC(=O)OC | -19 | 1 | 1 | 0 | 0 | -3 | -5 | 1
CC(C)N1CCC(N2CCN(Cc3cccnc3)CC2CCO)CC1 (stereo not given) | 11 | 1.1 | 0.95 | -5 | 5 | -7 | -5 | 0
Cc1cc(C(=O)NCc2cccc(Cl)c2)c2ccccc2n1 | -3 | 1 | 0.96 | -5 | 4 | -4 | -2 | 1
CCOc1ccccc1C(=O)NCC(=O)OCC(=O)c1ccc2c(c1)OCCO2 | -5 | 1.2 | 1 | -16 | -1 | 6 | -1 | -4
c1ccc2c(c1)nc1n2CCN1CCN1CCCC1 | 6 | 1 | 0.93 | 0 | 8 | 13 | -5 | 2
Cc1ccnc(NC(=O)CC(NC(=O)c2ccccc2Cl)c2ccccc2)c1 (stereo not given) | -3 | 0.91 | 1 | 9 | -4 | -2 | 6 | 0
CN1Cc2c(N3CCOCC3)nc(SCc3ccccc3)c(C#N)c2CC1(C)C | 4 | 1 | 0.89 | -1 | 11 | 4 | -10 | -5
CN1C(=O)COc2ccc(C(=O)c3ccccc3C(=O)O)cc21 | 13 | 0.87 | 0.91 | 13 | 9 | -12 | -3 | -3
Cc1ccc(C)c(NC(=O)c2c(Cl)nc3ccccn23)c1 | 2 | 1 | 1.1 | -5 | -8 | -8 | 1 | 3
COc1ccc(CNC(=O)c2cccc(N3CCCC3=O)c2)cc1 | -6 | 0.96 | 0.99 | 4 | 1 | -4 | 5 | -2
O=C(O)CSC(C(=O)Nc1ccc(Br)cc1)c1ccccc1 (stereo not given) | -8 | 0.92 | 0.97 | 8 | 3 | 4 | -5 | 2

The list continues.
SMILES	PfGluPho inh	mIAP act	hIAP act	mIAP inh	hIAP block	HKDC1 inh	ATG4B inhibitor	A3A deaminase
CCOC(=O)c1cc2sccc2n1Cc1ccc(C#N)cc1	-16	0.9	0.7	10	30	15	5	1
CN(CC(=O)Nc1ccc(F)c(F)c1F)C(=O)C1CSC2(C)CCC(=O)N12 (stereo not given)	-7	1	1	-3	-3	-2	-6	-2
O=C(CCc1ccccc1)NNC(=S)NC(=O)c1ccccc1	-1	0.79	1.4	21	-39	-4	-4	-6
c1ccc(-n2nnnc2Oc2ccc(-c3nnco3)cc2)cc1	-5	1.1	1.1	-8	-10	1	2	0
c1cc2c(cc1NC1CCCCCC1)OCO2	62*	0.93	1.1	7	-6	5	3	-10
O=C(COc1ccccc1Br)NC1CC1	-6	0.95	0.8	5	20	1	10	1
Cc1ccc(NC(=O)NC(=O)N(C2CCCCC2)S(=O)(=O)c2ccccc2)cc1	5	1.3	0.96	-28	4	-3	-2	-5
CC(c1nnc(SCC(=O)NC(=O)NCc2ccco2)n1-c1ccc(Cl)cc1)N(C)C (stereo not given)	9	1.1	0.94	-7	6	-9	-7	6
O=C(N/N=C/c1ccc(C(=O)O)cc1)C1=NNC(c2ccccc2)(c2ccccc2)C1	5	1	1.1	0	-12	2	4	1
CCOc1c2ccc(C(=O)NCc3ccc(C)cc3)cc2nn1CCOC	-6	0.93	1.1	7	-10	1	10	-1
CCNC(=S)NNC(=O)c1csc2c1CCC(C)C2 (stereo not given)	-16	0.95	1.2	5	-23	-5	4	3
COC(=O)N/N=C/c1ccc(-c2ccc(Cl)c(Cl)c2)o1	14	1.1	1.1	-6	-9	0	0	-1
COc1ccc([N+](=O)[O-])cc1NS(=O)(=O)c1ccc(C)cc1	-2	0.98	1	2	-1	-3	-10	-2
COC(=O)C1=C(N)OC2=C(C(=O)CC(C)(C)C2)C1c1ccccc1OCC#N (stereo not given)	-2	1	1.1	-1	-6	-7	-7	0
CC1CCCCN1C(=O)COC(=O)c1ccc(=O)n(Cc2ccccc2)n1 (stereo not given)	4	0.96	0.97	4	3	-7	-10	-1
CCn1nc(C)c(CN2CCC(n3nccc3NC(=O)c3ccc4c(c3)OCO4)CC2)c1C	3	0.98	1.2	2	-16	-4	-7	-2
CC(=O)c1ccc(S(=O)(=O)N2CCN(CC(=O)Nc3ccc(Cl)c([N+](=O)[O-])c3)CC2)cc1	23	0.8	1.1	20	-12	6	-6	1
Cc1cc(C)n(-c2ccc(C(=O)O)cc2)n1	-16	1.1	0.84	-7	16	7	1	2
Cc1c(OCC(=O)C(C)(C)C)ccc2c3c(c(=O)oc12)CCCC3	-13	0.88	1.1	12	-10	-5	6	-4
COc1cccc(NC(=O)CN(C)C(=O)c2cc(-c3ccc(F)cc3)nc3ccccc23)c1	24	1	1.3	-1	-30	4	-26	-3
COc1cc(/C=C(/C#N)C(=O)NCCc2c[nH]c3ccccc23)ccc1OCc1ccccc1F	-2	0.99	1.1	0	-5	-6	2	1
C=C(C)C(=O)Oc1ccc(N2C(=O)CCC2=O)cc1	-4	0.98	0.94	2	6	-6	5	1
C=CCn1cc(CN2CCC(C(=O)Nc3cccc(-c4cccc(F)c4)c3)CC2)c(C)n1	6	2.5*	0.79	-149	21	-6	-5	-7
O=C(CCC(=O)N1CCOCC1)NCCc1ccc(F)cc1	-6	0.98	0.98	2	2	-4	-6	0
CCN(CC)c1nc2c(c(=O)[nH]c(=O)n2C)n1CCCc1ccccc1	5	1	0.7	-4	30	-6	0	-3
O=[N+]([O-])c1ccc(/C=N\N2CCN(c3ccc(Cl)cc3)CC2)cc1	7	0.9	0.97	10	3	-6	-8	-4
CN1C(C(=O)Nc2ccc(OC(F)(F)F)cc2)=CC(c2ccco2)=NS1(=O)=O	19	0.93	1	7	0	0	-9	-2
COc1ccc(NC(=O)/C=C/c2ccco2)cn1	20	0.89	0.81	11	20	-9	-4	13
CC(C)c1ccc(S(=O)(=O)N2CCN(C(=O)c3cc(-c4ccccc4)n[nH]3)CC2)cc1	-4	1.3	1.2	-29	-24	-2	-2	3
CCOC(=O)N1CCN(S(=O)(=O)c2ccc(C(=O)N(CCN(C)C)c3nc4ccc(CC)cc4s3)cc2)CC1	-10	1	1.2	-2	-23	2	-4	-3
CCOC(=O)c1cc(NC(=O)CCC(=O)O)ccc1N1CCCCC1	9	1.1	1.1	-10	-6	-3	-2	1
O=C(CN1C(=O)NC2(CCOc3ccccc32)C1=O)NCC(F)(F)F (stereo not given)	-12	1	0.87	-2	13	-6	-7	4
CC(=O)c1ccc(N2CCN(CC(=O)Nc3ccccc3C(=O)NC3CC3)CC2)c(F)c1	-7	0.97	0.92	3	8	-4	-5	-5
CN(C)c1ccc(/C=N/NC(=O)c2cccc(N3CCCC3=O)c2)cc1	5	0.95	0.95	5	4	-11	-10	-3
CCOc1ccc(OCC(=O)NCc2n[nH]c(=O)c3ccccc23)cc1	-8	0.98	1	2	-5	-1	7	3

Marked active in PfGluPho inh, of those listed so far:
SMILES	PfGluPho inh	mIAP act	hIAP act	mIAP inh	hIAP block	HKDC1 inh	ATG4B inhibitor	A3A deaminase
CCC(=O)OCCNc1cc(Sc2nc3ccccc3s2)c2nonc2c1[N+](=O)[O-]	79*	0.8	0.97	20	3	14	3	-2
c1cc2c(cc1NC1CCCCCC1)OCO2	62*	0.93	1.1	7	-6	5	3	-10

High-throughput results deposited in PubChem by Sanford-Burnham Center for Chemical Genomics.
